POLI inh – DNA polymerase iota (human) inhibition; Q9UNA4; Pol iota fluorescent replication assay, 10 min; Potency, µM (doses to about 115 µM), for inactives: at the top dose activity, negative = inhibition, most hits filed as inhibitors; 390,000 compounds, 1% hits; AID 588590
Target sequence (Q9UNA4 whole entry, looked up): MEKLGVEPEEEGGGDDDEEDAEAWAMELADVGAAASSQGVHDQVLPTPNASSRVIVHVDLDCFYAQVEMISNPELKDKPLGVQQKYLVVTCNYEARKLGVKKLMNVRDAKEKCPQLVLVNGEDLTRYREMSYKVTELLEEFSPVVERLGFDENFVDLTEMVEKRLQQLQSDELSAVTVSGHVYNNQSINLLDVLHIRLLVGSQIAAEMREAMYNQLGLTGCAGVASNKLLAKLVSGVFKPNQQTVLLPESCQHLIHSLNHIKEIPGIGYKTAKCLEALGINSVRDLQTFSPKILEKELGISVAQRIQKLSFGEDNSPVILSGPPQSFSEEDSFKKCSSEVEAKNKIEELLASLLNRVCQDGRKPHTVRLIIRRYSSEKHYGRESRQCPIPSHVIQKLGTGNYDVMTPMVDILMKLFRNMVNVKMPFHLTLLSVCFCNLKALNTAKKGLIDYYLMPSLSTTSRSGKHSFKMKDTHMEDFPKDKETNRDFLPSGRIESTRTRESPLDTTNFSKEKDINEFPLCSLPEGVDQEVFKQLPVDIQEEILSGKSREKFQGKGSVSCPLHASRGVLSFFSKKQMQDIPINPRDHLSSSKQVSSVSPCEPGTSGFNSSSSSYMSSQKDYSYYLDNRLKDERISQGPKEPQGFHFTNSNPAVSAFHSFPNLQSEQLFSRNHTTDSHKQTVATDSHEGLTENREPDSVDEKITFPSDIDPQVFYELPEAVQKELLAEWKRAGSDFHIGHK
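Pol iota at 10 nM preincubated 15 min with compounds at room temperature; reaction started with fluorescent substrate, 50 nM final. Fluorescence read kinetically at 0 and 10 min; buffer-only wells as negative control.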
POLB inh – blocks human DNA polymerase beta activity | 340,000 compounds, 1.3% hits | P06746 | Potency, µM (highest dose often 114 µM), inactives show at the highest dose activity change, negative = inhibition, actives largely listed as inhibitors | AID 485314 | Pol beta primer extension/strand displacement, fluorescence kinetic; note: % is set by controls: 0 for no effect and ±100 for the full control effect
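Values derive from four-parameter Hill fits of normalized kinetic data: reads at 0 and 10 min following addition of 50 nM substrate to 10 nM Pol beta preincubated 15 min with compound.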
POLK inh – DNA polymerase kappa (human) inhibition. Potency, µM (top dose mostly 107 µM), for inactives: top-dose activity, negative = inhibition, usual class: inhibitors. Q9UBT6. AID 588579. purified Pol kappa, fluorescent DNA synthesis assay, 10 min. 400,000 compounds, 0.53% hits; note: % is set by controls: 0 for no effect and ±100 for the full control effect
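50 nM final substrate added after 15 min RT preincubation of 10 nM Pol kappa with compound; fluorescence read at 0 and 10 min.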
G9a inh – G9a (human) methyltransferase inhibition; G9a H3K9 monomethylation, AlphaScreen, 2 h; Potency, µM (doses to about 102 µM), for the others: top-dose activity, negative = inhibition, actives largely listed as inhibitors; 350,000 compounds, 8.8% hits; note: % is set by controls: 0 for no effect and ±100 for the full control effect; nearly all actives have a fitted effect of over 75% in size
Target sequence (Q96KQ7 913-1193 limits assumed): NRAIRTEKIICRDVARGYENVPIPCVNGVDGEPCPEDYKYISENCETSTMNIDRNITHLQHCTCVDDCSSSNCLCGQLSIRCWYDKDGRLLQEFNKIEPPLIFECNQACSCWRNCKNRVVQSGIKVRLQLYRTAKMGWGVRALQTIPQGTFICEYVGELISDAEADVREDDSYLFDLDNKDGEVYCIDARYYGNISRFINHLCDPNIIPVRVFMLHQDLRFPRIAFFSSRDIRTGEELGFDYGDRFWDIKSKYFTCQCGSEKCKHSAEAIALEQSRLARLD
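G9a (20 nM) preincubated 15 min RT with compounds, then 500 nM biotinylated H3K9 peptide and 20 uM SAM added; 2 h RT reaction. Monomethyl-H3K9 product detected by AlphaScreen with anti-H3K9me1 antibody, streptavidin donor and anti-rabbit IgG acceptor beads.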
BLM helicase inh – inhibitors of human Bloom syndrome helicase BLM; recombinant BLM DNA unwinding, fluorescence dequenching; Potency, µM (titrated, usually from 56.1 µM), for inactives: at the highest dose activity change, negative = inhibition, usual class: inhibitors; 350,000 compounds, 0.2% hits; AID 2528;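 note: plate controls were vehicle for no effect and no enzyme for full effect; nearly all actives have a fitted effect of over 35% in size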
POLH inh – DNA polymerase eta (human) inhibition; recombinant Pol eta, fluorescent DNA replication assay; Potency, µM (highest dose often 114 µM), for the others: top-dose activity change, negative = inhibition, usual class: inhibitors; 390,000 compounds, 1.2% hits; note: % is set by controls: 0 for no effect and ±100 for the full control effect
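Pol eta at 10 nM preincubated with compounds 15 min at room temperature; reaction started with fluorescent substrate (50 nM final) and read kinetically at 0 and 10 min.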
BAZ2B inh – BAZ2B (human) inhibition | Q9UIF8 | AlphaScreen BAZ2B-H3K14Ac peptide displacement | Potency, µM (titrated, usually from 114 µM), for the others: at the top dose activity change, negative = inhibition, usual class: inhibitors | 360,000 compounds, 4.4% hits; note: % is set by controls: 0 for no effect and ±100 for the full control effect; nearly all actives have a fitted effect of over 60% in size
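Multi-concentration screen (max 110 uM) measuring displacement of acetylated histone H3 peptide from BAZ2B by AlphaScreen, using 50 nM protein, 50 nM peptide and 10 ug/mL streptavidin donor plus Ni-chelate acceptor beads.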
APE1 inh – blocks human APE1 abasic DNA cleavage; P27695; recombinant APE1, TAMRA/BHQ-2 abasic DNA cleavage fluorescence; Potency, µM (highest dose often 65.8 µM), for inactives: at the highest dose activity change, negative = inhibition, usual class: inhibitors; 350,000 compounds, 0.35% hits; AID 2517;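 note: plate controls were vehicle for no effect and reference inhibitor for full effect; nearly all actives have a fitted effect of over 55% in size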
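Incision of a quenched TAMRA/BHQ-2 THF abasic-site duplex (50 nM) by 0.75 nM APE1, after 15 min compound preincubation, measured as fluorescence increase over three 60 s reads. Values normalized to buffer, DMSO and NSC13755 control wells.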
Anesthetic bind – candidate novel general anesthetic via apoferritin binding; Potency, µM (doses to about 77.5 µM), inactives show at the highest dose activity change, negative = displacement, usual class: inhibitors; 350,000 compounds, 0.074% hits; AID 485281; apoferritin/1-aminoanthracene competitive binding, fluorescence; P02791; note: % is set by controls: 0 for no effect and ±100 for the full control effect; nearly all actives have a fitted effect of over 20% in size
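Horse-spleen apoferritin (10 uM) was mixed with 50% saturated 1-aminoanthracene in PBS, exposed to compounds for 10 min at room temperature, and read for fluorescence (ex 380 nm, em 535 nm). Competitive displacement was fitted with a four-parameter Hill equation.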
* hit, by the source's call; ? = inconclusive; · = not tested or not shown; & = joins results of further samples; [ ] = dose if it differs, or a comment. Calls come from the whole dose curve; as a rule, active = well fitted curve in the direction sought with a large enough effect; inconclusive = small, poorly fitted or top-dose-only effect, or another doubt; inactive = no such curve, though single readings can be large; an effect the other way counts as inactive or inconclusive. Potency is the fitted concentration of half-maximal effect. Only part of the results is shown; count on the stated rates, not on these rows.

Abbreviations: A = POLI inh; B = POLB inh; C = POLK inh; D = G9a inh; E = BLM helicase inh; F = POLH inh; G = BAZ2B inh; H = APE1 inh; I = Anesthetic bind
COc1ccccc1Nc1nc(C)cc(C)n1
  A: 39%[activator] | B: 67% | C: -1% | D: 5% | E: -4% | F: 5% | G: 7% | H: 35% | I: -7%
CCOc1ccc2nc(N3CCC(C(=O)N4CCN(C(=O)c5ccco5)CC4)CC3)sc2c1
  A: 5% | B: -1% | C: 2% | D: -9% | E: 2% | F: -13% | G: -4% | H: -3% | I: -14%
Cc1nc(SCC(=O)N(C)C2CCCCC2)[nH]c(=O)c1Cc1ccccc1
  A: 25% | B: 27% | C: -11% | D: -1% | E: -4% | F: -8% | G: -6% | H: 7% | I: -17%
COc1ccc(-n2c(C)cc(-c3csc(N)n3)c2C)cc1
  A: 31%[activator] | B: 31% | C: -1% | D: 8.9µM* | E: 1% | F: -4% | G: 45µM* | H: 5% | I: -2%
Cc1ccc(N2Cc3ccccc3C2=O)cc1
  A: ? | B: -2% | C: -11% | D: 10% | E: -1% | F: -8% | G: 1% | H: 24% | I: -12%
Cc1cc(C)cc(OCC(=O)OCC(=O)N2CC(=O)Nc3ccccc32)c1
  A: 49%[activator] | B: 26% | C: 7% | D: 18% | E: -3% | F: -24% | G: -13% | H: 2% | I: -6%
COc1ccc2[nH]c(C(=O)N3CCC(n4nccc4NC(=O)C4CC4)CC3)c(C)c2c1
  A: -9% | B: -1% | C: 2% | D: 61%[activator] | E: 1% | F: -9% | G: -17% | H: 8% | I: -10%
O=C(O)C1CCCN1S(=O)(=O)c1ccc2ccccc2c1 (centres undefined)
  A: 17% | B: 28% | C: -19% | D: 12%[59 µM] | E: 5% | F: 8% | G: -2% | H: 10% | I: 3%
CN(C)c1ccc(Nc2ncnc3sc4c(c23)CCCC4)cc1
  A: 21% | B: -1% | C: -1%[60.1 µM] | D: ? | E: -3% | F: -12% | G: 32µM* | H: · | I: 17%
CCN(CC)CC1CCN(c2ncc3ncnc(Nc4ccc(F)c(Cl)c4)c3n2)CC1
  A: · | B: · | C: ? | D: -4%[59 µM] | E: 67%[activator] | F: · | G: · | H: 7% | I: -8%
CN1CC(=O)N(CC(=O)Nc2cccc(S(=O)(=O)N3CCOCC3)c2)C1=O
  A: 28% | B: 5% | C: -1% | D: -31%[59 µM] | E: -1% | F: -9% | G: -27% | H: -3% | I: -12%
Cc1ccc(-c2csc(=Nc3ccc(F)cc3)n2Cc2ccc3c(c2)OCO3)cc1C
  A: -29% | B: 0% | C: -10% | D: 14µM* | E: -5% | F: -12% | G: 4.5µM* | H: · | I: -16%
COc1ccc(OCCCn2c(C3CC(=O)N(c4ccc(F)cc4)C3)nc3ccccc32)cc1 (centres undefined)
  A: 7% | B: 1% | C: -7% | D: -23%[59 µM] | E: -7% | F: · | G: -33% | H: · | I: 164%[activator]
O=C(Nc1cccc([N+](=O)[O-])c1)c1ccc2nsnc2c1
  A: -6% | B: -26% | C: -8% | D: ? | E: 1% | F: 6% | G: -13% | H: 24% | I: -18%
O=C(Nc1nnc(CCN2CCOCC2)s1)c1ccccc1
  A: -5% | B: -14% | C: -1% | D: 45µM* | E: -10% | F: -10% | G: 7% | H: 2% | I: -14%
Cc1cccn2c(=O)cc(COc3cccc(NC(=O)Nc4cccc(Cl)c4)c3)nc12
  A: -10% | B: -23% | C: -1%[60.1 µM] | D: -2%[59 µM] | E: -3% | F: -15% | G: 5% | H: · | I: -7%
COc1ccc(CN2CCc3nc(Nc4ccccc4)ncc3C2)c(OC)c1OC
  A: 47%[activator] | B: 0% | C: 6% | D: -2%[59 µM] | E: -2% | F: -6% | G: -38% | H: · | I: ?
CCOC(=O)c1c(C)nc2ccccc2c1C
  A: -2% | B: -3% | C: -12% | D: ? | E: 2% | F: -12% | G: -6% | H: -11% | I: -21%
COc1ccc(NC(=O)Cn2cc(C(=O)c3ccc(C)c(C)c3)c(=O)c3cc(OC)ccc32)cc1
  A: 34%[activator] | B: 6% | C: -16% | D: -33%[59 µM] | E: -5% | F: -5% | G: -6% | H: · | I: -14%
COc1cc(OC)c(NC(=O)c2sc3ncn(CC(=O)N4CCN(c5ccccn5)CC4)c(=O)c3c2C)cc1Cl
  A: 6% | B: 0% | C: 1% | D: 8% | E: -1% | F: -5% | G: -15% | H: 46%[activator] | I: -7%
COC(=O)c1ccc(N2CCN(S(=O)(=O)c3ccc(C)cc3)CC2)c([N+](=O)[O-])c1
  A: 7% | B: 7% | C: -20% | D: -35%[12.7 µM] | E: -6% | F: 7% | G: -11% | H: -2% | I: 6%
CCC(=O)NC(c1cc(Cl)c2cccnc2c1O)C(C)C (centres undefined)
  A: 26% | B: · | C: -9% | D: 26%[12.7 µM] | E: · | F: -20% | G: 79µM* | H: -14%&4% | I: ·
COC(=O)c1sc2cccc(F)c2c1S(=O)(=O)NCc1ccc(F)cc1
  A: 16% | B: 14% | C: 6% | D: -3%[59 µM] | E: -4% | F: -16% | G: -18% | H: · | I: -8%
COc1ccccc1/C=N/NC(=O)c1cc2c(OC)c(OC)ccc2[nH]1
  A: 18% | B: 0% | C: 1% | D: -2% | E: -9% | F: ? | G: ? | H: -17% | I: -2%
CCOc1ccc(NC(=O)c2ccc(Cn3nc(C)cc3C)o2)cc1
  A: ? | B: -8% | C: 9% | D: -7% | E: -9% | F: -21% | G: -27% | H: 39% | I: -13%
CN(C)c1ccnc(-n2cccc2/C=N/OCc2ccc(F)cc2Cl)c1C#N
  A: -13% | B: -3% | C: -16% | D: -71% | E: -6% | F: -13% | G: 3% | H: -2% | I: -1%
CC(C)CN(C(=O)C1=NN(c2ccccc2)C(=O)CC1)c1c(N)n(Cc2ccccc2)c(=O)[nH]c1=O
  A: 3% | B: · | C: -1% | D: -7%[0.501 µM] | E: · | F: 5% | G: -17% | H: 69%[activator] | I: ·
CCN(CC)CC(=O)Nc1cccc2c1C(=O)c1ccccc1C2=O
  A: ? | B: 5% | C: 3%[60.1 µM] | D: ? | E: -1% | F: 1% | G: -27% | H: 7% | I: -9%
COC(=O)COn1c(SC(C)C)nc2ccccc2c1=O
  A: 8% | B: 55% | C: -6% | D: 5%[59 µM] | E: -8% | F: -5% | G: 9% | H: 7% | I: -19%
CC1O[C@@H]2O[C@](O[C@H](C)CC[C@@H](C)O)(c3ccccc3)O[C@@H]2C[C@H]1O (some centres undefined)
  A: 0% | B: · | C: -13% | D: 3%[2.33 µM] | E: · | F: -1% | G: 2% | H: 33% | I: ·

Six entries from above, comma-delimited:
SMILES,POLI inh,POLB inh,POLK inh,G9a inh,BLM helicase inh,POLH inh,BAZ2B inh,APE1 inh,Anesthetic bind
CCOc1ccc(NC(=O)c2ccc(Cn3nc(C)cc3C)o2)cc1,?,-8%,9%,-7%,-9%,-21%,-27%,39%,-13%
CN(C)c1ccnc(-n2cccc2/C=N/OCc2ccc(F)cc2Cl)c1C#N,-13%,-3%,-16%,-71%,-6%,-13%,3%,-2%,-1%
CC(C)CN(C(=O)C1=NN(c2ccccc2)C(=O)CC1)c1c(N)n(Cc2ccccc2)c(=O)[nH]c1=O,3%,·,-1%,-7%[0.501 µM],·,5%,-17%,69%[activator],·
CCN(CC)CC(=O)Nc1cccc2c1C(=O)c1ccccc1C2=O,?,5%,3%[60.1 µM],?,-1%,1%,-27%,7%,-9%
COC(=O)COn1c(SC(C)C)nc2ccccc2c1=O,8%,55%,-6%,5%[59 µM],-8%,-5%,9%,7%,-19%
CC1O[C@@H]2O[C@](O[C@H](C)CC[C@@H](C)O)(c3ccccc3)O[C@@H]2C[C@H]1O (some centres undefined),0%,·,-13%,3%[2.33 µM],·,-1%,2%,33%,·

Additional structures follow.
Abbreviations: A = POLI inh; B = POLB inh; C = POLK inh; D = G9a inh; E = BLM helicase inh; F = POLH inh; G = BAZ2B inh; H = APE1 inh; I = Anesthetic bind
CC(=O)Nc1ccc(Nc2c3ccccc3nc3ccccc23)cc1
  A: ? | B: 18µM* | C: -46% | D: ? | E: -10% | F: -29% | G: ? | H: ? | I: -20%
COc1cccc(CNC(=O)CN(C)S(=O)(=O)c2ccc3c(c2)CC(C)N3C(C)=O)c1 (centres undefined)
  A: 33%[activator] | B: 19% | C: 0% | D: -13% | E: -2% | F: 1% | G: 1% | H: 19% | I: 0%
Cc1cc(C)cc(S(=O)(=O)Nc2cccc(-c3ccc(N4CCOCC4)nn3)c2)c1
  A: 4% | B: 13% | C: -9%[60.1 µM] | D: 3%[59 µM] | E: -1% | F: -8% | G: -5% | H: · | I: 37%[activator]
O=C(Nc1ncc2c(n1)-c1ccccc1CC2)c1ccccc1
  A: 7% | B: 14% | C: -3% | D: 13% | E: -3% | F: 1% | G: -4% | H: 1% | I: -22%
Cc1cc(C(=O)N/N=C/c2ccc(N(C)C)o2)cs1
  A: -11% | B: -8% | C: -16% | D: ? | E: -4% | F: ? | G: -26% | H: -3% | I: -15%
O=C(Cc1ccccc1)NCC(=O)Nc1cccc(Br)c1
  A: 57%[activator] | B: 12% | C: -4% | D: 61%[activator] | E: -8% | F: -16% | G: 0% | H: 7% | I: -10%
O=c1[nH]cccc1-c1nc2ccccc2n1Cc1ccc(F)cc1
  A: -1% | B: -8% | C: -8% | D: 17% | E: -1% | F: -18% | G: 7% | H: -17% | I: 0%
CCN(CC)c1ccc(CNc2ccc(Br)cn2)cc1
  A: 7% | B: -12% | C: 0% | D: ? | E: -1% | F: -17% | G: 22µM* | H: 11% | I: -4%
CCOC(=O)c1cccc(C(=O)OCC)n1
  A: 12% | B: 5% | C: 1% | D: -8%[59 µM] | E: -3% | F: -17% | G: -22% | H: 17% | I: -1%
CCCc1nnc(NS(=O)(=O)c2ccccc2)s1
  A: 60%[activator] | B: 46% | C: 3% | D: · | E: 2% | F: -16% | G: 10%[57.1 µM] | H: 8% | I: -10%

Screening results as filed in PubChem BioAssay.
